HTT ATP protect: Huntington cell model cytoprotection by ATP luminescence; actives 0.14% (n = 230,000); PC12 HTT-Q103 induced, cytoprotection, ATP luminescence, 40 h; Potency, µM (doses to about 56.4 µM), inactives show cytoprotection (ATP increase), actives largely listed as activators; AID 1471;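 further: % of control where 0% means no effect; nearly all actives have a fitted effect of over 45% in size; toxic huntingtin expression switched on by the ecdysone agonist tebufenozide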
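Compounds added alongside 100 nM tebufenozide, which induces toxic Q103 huntingtin exon 1-GFP in stable PC12 cells; surviving cells quantified by luminescent ATP measurement. Medium: phenol red-free DMEM, 5% equine and 5% calf serum.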
GAA glycogen mod: alters human alpha-glucosidase cleavage of glycogen. P10253. recombinant GAA, glycogen substrate, Amplex Red glucose oxidase fluorescence. Potency, µM (doses to about 76.4 µM), for inactives: at the top dose activity change, negative = inhibition, usual class: inhibitors. actives 0.38% (n = 300,000). AID 2100;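 further: 0% = full enzyme reaction and -100% = no-enzyme basal signal; the screen sought inhibitors and activators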
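Recombinant enzyme (4 nM final) with compounds titrated up to 77 uM and bovine liver glycogen (30 ug) in citrate pH 5.0, 0.01% Tween-20, 37 C 40 min. Released glucose detected by Amplex Red/glucose oxidase (Ex 573/Em 610); AC50 from Hill fits.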
Tau FP inhib: inhibitors of human tau fibril formation; P10636; K18 P301L tau heparin fibrillization, Alexa594 FP, 6 h; Potency, µM (series often up to 57.7 µM), for the others: top-dose activity, negative = inhibition, hits mostly inhibitors; actives 0.39% (n = 280,000); AID 1468; further: on the % scale 0 is the no-effect control and ±100 the full control effect; nearly all actives have a fitted effect of over 55% in size
Target sequence (P10636 561-689 P618L limits assumed): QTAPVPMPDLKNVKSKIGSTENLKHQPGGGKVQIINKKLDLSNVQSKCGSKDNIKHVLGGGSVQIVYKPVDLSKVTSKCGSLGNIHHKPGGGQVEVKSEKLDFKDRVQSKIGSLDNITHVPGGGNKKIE
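K18 P301L tau (15 uM unlabeled/0.24 uM Alexa 594-labeled, final) + compound + heparin 20 uM final; 100 mM NaOAc pH 7; 6 hr 37 C; ThT 30 uM final added, 1 hr RT; FP ex 555/em 632 nm.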
Tau fluor counter: counter-screen for tau fibril formation inhibitors. actives 0.93% (n = 280,000). Potency, µM (top dose mostly 57.7 µM), for inactives: at the highest dose activity change, negative = decrease. tau K18 P301L Alexa594 fluorescence, heparin fibrillization; further: on the % scale 0 is the no-effect control and ±100 the full control effect; nearly all actives have a fitted effect of over 55% in size
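Human K18 P301L tau (15 uM unlabeled plus 0.24 uM Alexa 594-labeled, final) in 100 mM sodium acetate pH 7 was mixed with compound and 20 uM heparin and incubated 6 hr at 37 C.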
aGal spleen mod: inhibits or activates alpha-galactosidase in human spleen homogenate; P06280; actives 0.008% (n = 240,000); AID 2107; Potency, µM (titrated, usually from 80 µM), for the others: at the top dose activity change, negative = inhibition, hits mostly inhibitors; human spleen homogenate, 4MU-alpha-Gal fluorescence, 40 min;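 further: 0% = enzyme with vehicle and -100% = no enzyme basal signal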
Target sequence (P06280 32-429 limits assumed): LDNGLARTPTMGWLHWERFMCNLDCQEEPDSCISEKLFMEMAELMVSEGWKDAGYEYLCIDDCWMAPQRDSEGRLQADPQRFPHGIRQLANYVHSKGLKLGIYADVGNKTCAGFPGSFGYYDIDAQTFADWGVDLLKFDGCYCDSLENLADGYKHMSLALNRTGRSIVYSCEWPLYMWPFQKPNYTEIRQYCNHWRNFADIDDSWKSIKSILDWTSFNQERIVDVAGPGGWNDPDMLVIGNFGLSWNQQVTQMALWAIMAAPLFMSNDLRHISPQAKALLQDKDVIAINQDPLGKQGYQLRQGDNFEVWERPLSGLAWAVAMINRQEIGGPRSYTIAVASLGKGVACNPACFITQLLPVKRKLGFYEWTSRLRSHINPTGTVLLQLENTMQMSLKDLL
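Inhibition or activation of alpha-galactosidase in human spleen homogenate is scored by 4-MU fluorescence after 40 min at 37C, pH 5.0, with 1 mM substrate. AC50s come from concentration-response fitted to the Hill equation.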
GAA inhib: blocks human lysosomal alpha-glucosidase. P10253. purified human GAA, 4-MU-alpha-glucoside fluorescence. Potency, µM (titrated, usually from 76.9 µM), without a hit: at the highest dose activity change, negative = inhibition, hits mostly inhibitors. actives 0.005% (n = 200,000). AID 1466;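 further: plate controls were uninhibited enzyme wells for no effect and no-enzyme background for full effect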
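qHTS format, compound range up to 77 uM. Human lysosomal enzyme at 4 nM, 400 uM 4-MU glucoside substrate, pH 5.0, 20 min room temperature; fluorescence after alkaline stop gives activity normalized to controls.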
GAA spleen mod: lysosomal alpha-glucosidase (human) modulation; Potency, µM (series often up to 79.9 µM), inactives show top-dose activity change, negative = inhibition, most hits filed as inhibitors; actives 0.006% (n = 240,000); AID 2112; human spleen homogenate, 4-MU-alpha-glucoside fluorescence; P10253;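 further: 0% = enzyme with vehicle and -100% = no enzyme basal signal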
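Human spleen homogenate (1 ug) with 4-methylumbelliferyl-alpha-D-glucopyranoside (1 mM final) in 50 mM citrate/phosphate pH 5.0, 0.01% Tween-20; 40 min at 37 C. Stopped at pH 10; 4-MU fluorescence Ex 365/Em 440 nm; AC50 by Hill fit.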
Tau fibril ThT: inhibitors of human tau fibril formation, thioflavin T binding; P10636; recombinant tau K18 P301L (four-repeat tau fragment), heparin-induced fibrillization, ThT fluorescence; Potency, µM (top dose mostly 57.4 µM), without a hit: top-dose activity, negative = inhibition, hits mostly inhibitors; actives 2.1% (n = 270,000); AID 1460; further: on the % scale 0 is the no-effect control and ±100 the full control effect; nearly all actives have a fitted effect of over 55% in size
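K18 P301L tau (15 uM + 0.24 uM Alexa 594-tagged), heparin 20 uM, NaOAc pH 7, 6 h 37 C; ThT 30 uM, 1 h RT, ex 450/em 510 nm.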
An asterisk follows results filed as active; ? = inconclusive; · = no result given; & = joins results of further samples; [ ] = dose if it differs, or a comment. The call rests on the fitted dose curve; in most records, active means well fitted curve in the direction sought with a large enough effect; inconclusive means small, poorly fitted or top-dose-only effect, or another doubt; inactive means no such curve, though single readings can be large; an effect the other way counts as inactive or inconclusive. Potency means the concentration at half of the fitted maximal effect. Compounds as they come. Share with any hit: about 3.3%.

SMILES	HTT ATP protect	GAA glycogen mod	Tau FP inhib	Tau fluor counter	aGal spleen mod	GAA inhib	GAA spleen mod	Tau fibril ThT
CCCCCCc1c(O)nc(SCCN2CCOCC2)[nH]c1=O	·	7%	-1%	-1%	-3%	13%	-2%	-1%
COc1ccccc1NC(=O)Cn1cc(C#N)c2ccccc21	-1%	-5%	5%	-2%	9%	4%	7%	7%
CCN(CC)C(=O)/C(=C/c1cccc([N+](=O)[O-])c1)NC(=O)c1ccco1	-4%	3%	5%	-3%	5%	-1%	-9%	-8%
CCOC(=O)C1(CCCc2ccccc2)CCN(C(=O)CCCn2cncn2)CC1	12%[10 µM]	-1%	3%	-6%	5%	-3%	5%	-3%
Cc1ccc(Cn2nnc3c(=O)[nH]c(C4CCCN(C(=O)Nc5ccc(F)cc5)C4)nc32)cc1 (configuration not stated)	-5%[10 µM]	4%	-11%	-5%	-5%	4%	0%	-1%
Cc1ccc(N=Cc2cc3c(cc2O)OC(N)=C(C#N)C3c2ccccc2)cc1 (configuration not stated)	-16%[1.9 µM]	-4%	?	-28%	-2%	1%	-21%	?
O=[N+]([O-])c1ccc(O)c(/C=N/n2cnnc2)c1	32%[10 µM]	15%	-7%	-7%	-3%	?	-8%	-12%
CCCCC(O)(CCCC)C(=O)NN(C(=O)c1cccnc1Cl)c1ccccc1	16%[10 µM]	-1%	1%	-3%	0%	·	-3%	1%
CCOC(=O)c1[nH]ncc1CN1CCCC(C(=O)c2ccc(SC)cc2)C1 (configuration not stated)	2%	8%	-1%	-8%	-2%	?	-2%	-7%
Cc1ccc(NS(=O)(=O)c2ccc3c(c2)N(C)C(=O)CC(=O)N3C)cc1Cl	·	-7%[76.3 µM]	6%	-4%	·	·	·	-6%
C/C(=N\NC(=O)C1=NNC(=O)C1C)c1cccs1 (configuration not stated)	-81%[inhibitor]	?	6%	-4%	0%	-1%	-3%	-14%
COc1ccc(OC)c(-n2nnnc2SCC(=O)Nc2ccc3c(c2)OCCO3)c1	-19%	14%	3%	-18%	-7%	-1%	-9%	4%
COc1ccc(C(=O)Nc2cc3c(oc2=O)CCCC3=O)cc1	?	0%	-3%	1%	7%	-1%	6%	3%
Cc1ccc2c(c1)c(=O)c1ccccc1n2CCCC(=O)Nc1ccc(C)c(F)c1	·	-9%[76.3 µM]	?	?	·	·	·	?
CC(C)OC(=O)c1ccc(S(N)(=O)=O)o1	13%[10 µM]	1%	-5%	7%	4%	1%	-2%	2%
CC1CCN(S(=O)(=O)c2ccc3c(c2)N(CC(=O)NC(C)c2ccccc2)C(=O)CS3)CC1 (configuration not stated)	·	-14%[76.3 µM]	-5%	-25%	·	·	·	-16%
CC1=CC(c2ccc(Cl)cc2)n2nc(NC(=O)CCC(=O)O)nc2N1 (configuration not stated)	8%[10 µM]	5%	-4%	6%	?	·	29%	·
O=C(COc1nncc2ccccc12)Nc1c(F)c(F)c(F)c(F)c1F	7%[10 µM]	3%	9%	8%	0%	4%	4%	3%
C[n+]1nc(Nc2ccccc2)sc1-c1ccc(C(=O)O)cc1	1%[10 µM]	10%	-4%	-5%	0%	·	4%	-13%
Cc1nn(C)c(Oc2ccccc2)c1CCNS(=O)(=O)c1ccc(F)cc1	13%[10 µM]	-21%	2%	-8%	-6%	-5%	-6%	-5%
C/C(=N\NC(=O)CSc1nc2ccccc2o1)c1ccc(O)cc1	·	-17%	-5%	-14%	-11%	-1%	5%	?
NC(=O)COc1ccc(-c2noc(COc3ccccc3[N+](=O)[O-])n2)cc1	-20%	10%	-4%	-6%	-2%	1%	1%	?
O=C(NCCC1=CCCCC1)c1ccc(Br)o1	-7%	6%	10%	7%	3%	-11%	4%	-9%
O=C1c2ccccc2NC2CCCCC12 (configuration not stated)	-6%[0.074 µM]	-5%	-3%	1%	5%	-5%	2%	3%
Cc1cc(C)c(NC(=O)COC(=O)CSc2ccc(Br)cc2C)c(C)c1	·	6%	-2%	-3%	-13%	2%	-1%	-2%
COc1ccc(-c2nnc(SCC(=O)N(C)C3CCS(=O)(=O)C3)n2N)cc1OC (configuration not stated)	·	5%	-5%	2%	8%	0%	-1%	-1%
COc1ccccc1C1/C(=C(/O)c2ccc(Cl)cc2)C(=O)C(=O)N1CCN1CCOCC1 (configuration not stated)	-1%[0.074 µM]	-14%	-1%	-1%	1%	-10%	-5%	-12%
COc1ccc(C2c3ccc(O)cc3Oc3ncn(CCCO)c(=N)c32)cc1 (configuration not stated)	-6%[10 µM]	7%	2%	-1%	-8%	·	4%	4%
COc1ccc(Br)cc1C1CC(=O)N2CN(Cc3ccccc3)CSC2=C1C#N (configuration not stated)	-15%	3%	?	-21%	-2%	-5%[15.4 µM]	2%	28µM*
COc1ccccc1/C=N/N1C(=O)c2cccc3cccc(c23)C1=O	·	-12%	3%	-2%	1%	-11%	-4%	2%
CCCSCCCNC(=O)CN1C(=O)COc2ccc(S(=O)(=O)N3CCCC3)cc21	·	17%[76.3 µM]	-3%	-5%	·	·	·	4%
COc1ccc(Cl)cc1Nc1nc(-c2sc(NC(=O)C(C)(C)C)nc2C)cs1	-41%[inhibitor]	-2%	?	?	-1%	-3%	2%	?
CCCc1nc(NC(C)=O)c(C#N)c(-c2ccco2)c1CC	0%	2%	0%	-8%	9%	-1%	7%	?
Cc1ccc(S(=O)(=O)NC2CCOC(C)(C)C2)cc1 (configuration not stated)	9%[10 µM]	5%	-2%	2%	4%	0%	-3%	-1%
N/C(Cc1ccc(Cl)cc1)=N\OC(=O)c1ccc2ccccc2c1	1%	-4%	-6%	-10%	-10%	3%	-15%	0%
COc1ccc(N2C(=O)C3CCCN3C2c2cc(OC)c(OC)cc2OC)cc1 (configuration not stated)	-1%	0%	6%	-1%	0%	1%[15.4 µM]	-5%	8%
COc1ccc(Nc2nc(-c3cccc(Cl)c3)c3c(n2)-c2ccccc2OC3)cc1	·	13%[76.3 µM]	-8%	2%	·	·	·	-13%
Cc1ccc(CCNC(=O)CN(c2ccc(C(C)C)cc2)S(=O)(=O)c2c(C)nn(C)c2C)cc1	·	14%[76.3 µM]	-3%	3%	·	·	·	4%
O=C(c1ccc2nc(N3CCCCC3)sc2c1)N1CCN(Cc2ccc3c(c2)OCO3)CC1	4%	-14%	3%	-4%	-8%	-2%	-13%	?
CCOc1ccc(NC(=O)c2nsc(Cl)c2Cl)cc1	13%[10 µM]	15%	-1%	-13%	-3%	?	3%	?
O=C1c2ccccc2-c2nnc(-c3ccccc3)cc21	-63%[inhibitor]	0%	4%	-8%	-4%	8%	-8%	?
O=c1[nH]cnc2c1C(c1ccccc1[N+](=O)[O-])c1c(nc[nH]c1=O)O2	12%	4%	8%	-1%	2%	2%	5%	-7%
NC(=O)CN1C(=O)C(O)(CC(=O)/C=C\C=C\c2ccccc2)c2ccccc21 (configuration not stated)	·	0%	-4%	-4%	-4%	13%	-2%	-3%
O=C(O)c1cc(-c2cc3ccccc3o2)nn1-c1ccccc1	-45%[inhibitor]	-9%	10%	-7%	3%	7%	8%	-10%
CC(=O)Nc1ccc(C(=O)CSc2nccc(=O)[nH]2)cc1	-32%[inhibitor]	?	-10%	-11%	-8%	3%	-12%	-11%

Entries of single compounds, quoted from the list. Order of screens: HTT ATP protect, GAA glycogen mod, Tau FP inhib, Tau fluor counter, aGal spleen mod, GAA inhib, GAA spleen mod, Tau fibril ThT
O=C1c2ccccc2-c2nnc(-c3ccccc3)cc21 in the list: -63%[inhibitor], 0%, 4%, -8%, -4%, 8%, -8%, ?
Cc1ccc(CCNC(=O)CN(c2ccc(C(C)C)cc2)S(=O)(=O)c2c(C)nn(C)c2C)cc1 in the list: ·, 14%[76.3 µM], -3%, 3%, ·, ·, ·, 4%
N/C(Cc1ccc(Cl)cc1)=N\OC(=O)c1ccc2ccccc2c1 in the list: 1%, -4%, -6%, -10%, -10%, 3%, -15%, 0%
O=C(c1ccc2nc(N3CCCCC3)sc2c1)N1CCN(Cc2ccc3c(c2)OCO3)CC1 in the list: 4%, -14%, 3%, -4%, -8%, -2%, -13%, ?
COc1ccc(Cl)cc1Nc1nc(-c2sc(NC(=O)C(C)(C)C)nc2C)cs1 in the list: -41%[inhibitor], -2%, ?, ?, -1%, -3%, 2%, ?

The list continues.
SMILES	HTT ATP protect	GAA glycogen mod	Tau FP inhib	Tau fluor counter	aGal spleen mod	GAA inhib	GAA spleen mod	Tau fibril ThT
O=C(Oc1cccnc1)c1cc2ccccc2oc1=O	-2%[0.074 µM]	4%	3%	-29%	-1%	-2%	-3%	?
Cc1ccc(C)c(OCC(=O)Nc2sc3c(c2C#N)CCCC3)c1C	·	11%[76.3 µM]	-1%	-23%	·	·	·	?
Cn1c(N)c(C(=O)COC(=O)c2cc(C(F)(F)F)nc3ccccc23)c(=O)n(C)c1=O	?	5%	?	?	-2%&-9%	-16%[15.4 µM]	-6%&-2%	-11%&2%
COC(=O)c1sccc1NC(=S)N1CC(C)CC(C)C1 (configuration not stated)	7%	-22%	2%	2%	2%	-1%	-5%	3%
CC1CCc2c(nc3ncnn3c2NCCN(C)C)C1 (configuration not stated)	6%	6%	2%	-9%	2%	4%	4%	-11%
Cc1ccc(N(C(=O)c2cccs2)C2C=CS(=O)(=O)C2)cc1 (configuration not stated)	-6%	10%	12%	1%	2%	-4%	6%	1%
COc1ccc(C)cc1NC(=O)c1cc2c(s1)-c1ccccc1SC2	·	-15%[76.3 µM]	?	-29%	·	·	·	-10%
Cc1ccc(NCc2nnc3n2CCCCC3)c(C)c1	5%[10 µM]	-15%	2%	-1%	0%	-7%	-10%	0%
O=C(Nc1ccccc1C(=O)NCc1ccco1)Nc1cccc2ccccc12	24%[10 µM]	28%	-6%	-19%	-1%	-5%	3%	-11%
CCN(CC)C(=O)CP(=O)(c1ccccc1)c1ccccc1	8%	6%	1%	4%	8%	11%	-1%	-1%

Screens from PubChem BioAssay.
